ANO1 block: TMEM16A chloride channel inhibitors, primary screen, cell-based, HTS | Anoctamin-1 (Mus musculus), Q8BHY3 | normalized B-score (activity score, 25-100; higher = stronger inhibition) at 10 µM | 1.2% of 310,000 active | HEK293 TMEM16A/YFP iodide influx fluorescence, ionomycin;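 active means ratio plate-corrected score three or more library SD toward inhibition, starting fluorescence score within five deviations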;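 further: score derived from kinetic fluorescence span divided by baseline fluorescence per well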
KCNK3 block: human KCNK3 channel inhibitors, primary screen, CHO cells, FluxOR thallium flux, B-score. Potassium channel subfamily K member 3 (Homo sapiens), O14649. AID 602410, 2012. FluxOR fluorescence; hits give low values. B-score at 10 µM. 0.84% of 340,000 active;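 active means B-score under library mean minus 4 SD, starting fluorescence ratio at most library mean plus 5 SD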;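 further: more negative B-score means stronger inhibition of thallium flux through KCNK3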
MrgX1 agonist: agonists of human MrgX1 receptor, primary screen, HEK293 cells, Fluo-4 calcium flux. B-score at 10 µM. Fluo-4 calcium fluorescence, agonist mode; hits give high values. 0.44% of 310,000 active. AID 588627, 2011;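 active means calcium response B-score plate-corrected fluorescence ratio at least 3 library SD, with starting fluorescence B-score inside 5 SD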
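Test system: Stable human MrgX1 HEK293 cell line | Schedule: Overnight plating before 1 h dye loading | Read-out basis: Baseline-normalised fluorescence change ratio, B-scored | Detection: Kinetic calcium dye fluorescence, Fluo-4 NW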
RGS4 block: RGS4 inhibitors, primary screen, cell-based, HEK293 M3R inducible RGS4, calcium flux. Fluo-4 calcium flux; hits give high values; triggered by carbachol at its EC20. B-score at 10 µM. 0.45% of 310,000 active. AID 463165, 2010;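 active means B-score, a plate-corrected calcium signal, over three deviations above library mean, with baseline fluorescence within five deviations of library mean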;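 further: RGS4 expression induced by doxycycline in cells with stable M3 receptor; B-score is computed from the integrated fluorescence ratio over baseline after carbachol; higher B-score means a larger calcium signal and so more RGS4 inhibition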
RGS4 pot: RGS4 potentiators or activators, primary screen, cell-based, HEK293 M3R inducible RGS4, calcium flux; carbachol calcium flux Fluo4; hits give low values; B-score at 10 µM; 0.92% of 310,000 active;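 active means B-score of the integrated calcium signal more than 4 SD below the library mean, with starting fluorescence not abnormally high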;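 further: negative B-score means reduced calcium response which marks RGS4 activation or potentiation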
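test system = M3R-expressing HEK293 line, RGS4 induced by doxycycline | probe or stimulus = carbachol at ECmax as muscarinic agonist stimulus | timing = dye loading 30 min 37 °C, buffer rest 30 min RT | signal = calcium dye Fluo4 fluorescence | evaluation = B score from integrated fluorescence ratio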
KCNQ1 inh: inhibitors of human KCNQ1 channel, primary screen, cell-based, thallium flux, high-throughput; B-score at 10 µM; CHO-K1 KCNQ1, FluxOR thallium flux fluorescence; hits give high values; 1.3% of 310,000 active; Potassium voltage-gated channel subfamily KQT member 1 (Homo sapiens), P51787;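 active means compounds whose thallium flux B-score, printed positive for inhibition, exceeds three library SD while starting fluorescence stays within three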;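 further: channel opened by potassium depolarization with thallium stimulus after 20 min compound exposure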
KCNK9 inh: KCNK9 potassium channel inhibitors, primary screen, HEK293 cells, thallium flux; 1.2% of 310,000 active; B-score at 10 µM; FluxOR thallium flux fluorescence; hits give low values; AID 488922, 2010;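 active means ratio B-score over 3 SD below the library mean, with starting fluorescence within 5 SD of its mean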;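 further: negative B-score means less thallium flux so channel inhibition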
TMEM16A act: TMEM16A chloride channel activators or potentiators, primary screen, cell-based, HTS | AID 623877, 2012 | B-score at 10 µM | HEK293 TMEM16A/YFP-H148Q/I152L, iodide quench fluorescence; hits give low values | Anoctamin-1 (Mus musculus), Q8BHY3 | 0.3% of 340,000 active;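 active means fluorescence-ratio B-score plate-corrected deviation score at least 3 library SD below zero, with starting fluorescence score within 5 deviations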;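 further: channel opened by trigger with iodide after compound preincubation; score built on the fluorescence ratio of max minus min over baseline; more negative score means more quench and so TMEM16A activation or potentiation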
hERG protect: hERG rescue from dofetilide block, primary screen, cell-based, CHO-hERG, FluxOR thallium flux, dofetilide IC70 | Voltage-gated inwardly rectifying potassium channel KCNH2 (Homo sapiens), Q12809 | dofetilide IC70 present | activation (rescue from dofetilide block), less the hit threshold, % at 10 µM | 0.51% of 310,000 active | AID 1511, 2009;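 active means activation above the mean of controls blocked by dofetilide plus 5 SD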;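 further: thallium influx through hERG after potassium depolarization seen as dye fluorescence rise; in these data hits start at about 4.7%; inactives centre near -7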
Target sequence (Q12809 whole entry, looked up): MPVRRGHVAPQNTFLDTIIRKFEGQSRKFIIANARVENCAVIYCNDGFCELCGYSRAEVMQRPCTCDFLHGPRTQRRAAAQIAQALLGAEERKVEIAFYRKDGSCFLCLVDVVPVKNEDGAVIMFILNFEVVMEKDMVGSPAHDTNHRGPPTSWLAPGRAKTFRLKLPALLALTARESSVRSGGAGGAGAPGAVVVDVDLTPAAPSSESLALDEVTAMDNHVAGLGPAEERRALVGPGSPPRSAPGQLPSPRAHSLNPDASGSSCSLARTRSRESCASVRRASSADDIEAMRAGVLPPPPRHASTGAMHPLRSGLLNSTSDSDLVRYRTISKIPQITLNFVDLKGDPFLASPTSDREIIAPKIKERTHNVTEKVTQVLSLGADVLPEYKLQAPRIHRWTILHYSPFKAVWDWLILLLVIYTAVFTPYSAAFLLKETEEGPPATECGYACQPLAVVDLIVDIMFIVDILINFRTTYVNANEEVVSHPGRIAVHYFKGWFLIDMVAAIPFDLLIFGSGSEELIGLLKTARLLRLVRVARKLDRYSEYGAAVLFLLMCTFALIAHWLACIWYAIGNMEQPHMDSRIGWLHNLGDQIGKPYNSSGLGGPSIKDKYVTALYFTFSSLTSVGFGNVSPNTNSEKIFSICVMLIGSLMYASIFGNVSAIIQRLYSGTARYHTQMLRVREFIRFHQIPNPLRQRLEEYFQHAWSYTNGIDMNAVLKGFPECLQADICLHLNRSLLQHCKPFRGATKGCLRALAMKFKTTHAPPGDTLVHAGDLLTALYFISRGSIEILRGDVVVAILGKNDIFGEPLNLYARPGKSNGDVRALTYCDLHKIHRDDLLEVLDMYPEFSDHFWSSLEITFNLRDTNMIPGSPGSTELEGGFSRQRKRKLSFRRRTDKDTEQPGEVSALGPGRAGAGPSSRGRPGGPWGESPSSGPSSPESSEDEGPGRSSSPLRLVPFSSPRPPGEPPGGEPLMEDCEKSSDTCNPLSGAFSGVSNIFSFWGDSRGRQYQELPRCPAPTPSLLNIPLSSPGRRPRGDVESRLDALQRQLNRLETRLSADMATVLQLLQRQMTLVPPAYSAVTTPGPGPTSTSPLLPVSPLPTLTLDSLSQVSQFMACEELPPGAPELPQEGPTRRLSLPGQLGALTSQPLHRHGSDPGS
MrgX1 allo act: positive allosteric modulators of MrgX1, primary screen, HEK293 cells, Fluo-4 calcium flux; FDSS; hits give high values; B-score at 10 µM; 0.63% of 310,000 active; Mas-related G-protein coupled receptor member X1 (Homo sapiens), Q96LB2;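 active means plate-corrected calcium response at least 3 library SD above typical, normal starting fluorescence, not activating the receptor alone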;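 further: compound read alongside a low EC10 to EC30 dose of BAM8-22 agonist; peak minus trough fluorescence over baseline measured at the second addition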
KCNQ1 pot: potentiators or activators of KCNQ1 channel, primary screen, cell-based, thallium flux, high-throughput; Potassium voltage-gated channel subfamily KQT member 1 (Homo sapiens), P51787; CHO-K1 KCNQ1, thallium flux FluxOR fluorescence; hits give high values; B-score at 10 µM; 0.35% of 310,000 active; AID 2648, 2010;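 active means fluorescence ratio B-score, a plate-corrected score, at least three library SD, with initial intensity B-score within 5 SD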
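Material: CHO-K1 cells stably expressing KCNQ1. Medium: assay buffer for compound exposure, DMSO matched across wells. Reagent: K+/Tl+ depolarizing stimulus. Compound dosing: single-concentration screen. Times: 37 °C overnight plating, 90-min dark dye load, 20-min compound pretreatment. Technique: FluxOR Tl+ flux fluorescence.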
* = called active by the depositor; i = inactive.

Compound	ANO1 block	KCNK3 block	MrgX1 agonist	RGS4 block	RGS4 pot	KCNQ1 inh	KCNK9 inh	TMEM16A act	hERG protect	MrgX1 allo act	KCNQ1 pot
Cc1ccc(-n2ncc3c(Nc4c(C)n(C)n(-c5ccccc5)c4=O)ncnc32)c(C)c1	i	i	i	i	i	i	i	i	-6.5	i	i
Cc1ccc(S(=O)(=O)N2CCC(=O)N(CCOCc3cccc(Cl)c3)CC2)cc1	i	i	i	i	i	i	i	i	-8.5	i	i
Cc1cccc(NC(=O)Cc2c(F)cccc2Cl)n1	i	i	i	i	i	i	i	i	-1.2	i	i
CN1CCN(C(=S)c2ccc(-c3cccc(Cl)c3Cl)o2)CC1	i	i	i	i	i	i	i	i	-14.0	i	i
COc1cccc(OC)c1C(=O)NCCOc1cc(C)cc(C)c1	i	i	i	i	i	i	i	i	-3.3	i	i
N/C(=N\OC(=O)c1cc(Cl)ccc1Cl)c1ccncc1	i	i	i	i	i	i	i	-10.4*	-15.7	i	i
CN1CCN(NC(=O)CN2C(=O)/C(=C/c3c(Cl)cccc3Cl)SC2=S)CC1	i	i	i	i	i	i	i	i	-6.6	i	i
COCCCn1c(=N)c(C(=O)NCc2ccc3c(c2)OCO3)cc2c(=O)n3ccccc3nc21	i	i	i	i	i	i	i	i	-6.9	i	i
Cc1c(C(=O)O)c2cc(O)ccc2n1-c1ccccc1	i	i	i	i	i	i	i	i	3.9	i	i
Cc1cc(C)c(S(=O)(=O)N2CCOC2CNC(=O)C(=O)NCCN(C)C)c(C)c1 (stereo not drawn)	i	i	i	i	i	i	i	i	-2.1	i	i
Cc1c(Nc2nc(C(F)(F)F)nc3ccccc23)c(=O)n(-c2ccccc2)n1C	i	i	i	i	i	i	i	i	-9.5	i	i
COCCN1C(=O)N[C@@H](c2ccccc2)[C@H](C(C)=O)[C@H]1C	i	i	i	i	i	i	i	i	-6.5	i	i
O=C(NCc1ccccn1)C1CCC(=O)N1C1CCCC1 (stereo not drawn)	i	i	i	i	i	i	i	i	-5.6	i	i
COC(=O)C(Cc1ccc(O)cc1)NC(=O)NC12CC3CC(CC(C3)C1)C2 (stereo not drawn)	i	i	i	i	i	i	i	i	-18.2	i	i
COCC(=O)Nc1nnc(-c2cccs2)s1	i	i	i	i	i	i	i	i	-6.2	i	i
CCOC(=O)N1CCN(Cc2nc(N)nc(Nc3ccc(OCC)cc3)n2)CC1	i	i	i	i	i	i	i	i	-13.5	i	i
O=C(COc1ccc2oc3c(c2c1)CCCC3)Nc1ccccn1	i	i	i	i	i	i	i	i	-8.9	i	i
O=C1OC(c2ccc(F)cc2)=N/C1=C\c1ccc(Br)o1	i	i	i	i	i	i	i	i	-9.9	i	i
Fc1ccc(NCc2cn3ccccc3n2)cc1	i	i	i	i	i	i	i	i	-4.5	i	i
COc1ccc(-c2nnc(S/C(=C/c3ccc(Cl)cc3)C(=O)O)o2)cc1	i	i	i	i	i	i	i	i	-3.5	i	i
Cc1cc(OCC(=O)Nc2ccc(CCO)cc2)c2c(C)c(C)c(=O)oc2c1	i	i	i	i	i	i	i	i	-9.0	i	i
O=[N+]([O-])c1ccc(N(CCO)Cc2ccccc2)c([N+](=O)[O-])c1	i	i	i	i	i	i	i	i	-7.0	i	i
CCOC(=O)C1(Cc2ccccc2C(F)(F)F)CCN(C2CCC2)CC1	i	i	i	i	i	i	i	i	-12.4	i	i
CC(OC(=O)C1CC(=O)N(Cc2ccccc2)C1)C(=O)Nc1ccccc1[N+](=O)[O-] (stereo not drawn)	i	i	i	i	i	i	i	i	-6.4	i	i
N#Cc1ccccc1Cn1c(=O)n(Cc2ccc(C(=O)NCc3ccco3)cc2)c(=O)c2ccccc21	i	i	i	i	i	i	i	i	-2.5	i	i
COc1ccc(NC(=O)c2ccccc2-c2ccccc2C(=O)O)cc1	i	i	i	i	i	i	i	i	-2.3	i	i
Clc1ccccc1CN1CCN(/N=C/C=C/c2ccco2)CC1	i	i	i	i	i	i	i	i	-7.4	i	i
CCOC(=O)c1nc(C)nc(Sc2n[nH]c(-c3ccc(C(C)(C)C)cc3)n2)c1C	i	i	i	i	i	i	i	i	-10.4	i	i
c1ccc(-n2nnnc2Cc2nnnn2-c2ccccc2)cc1	i	i	i	i	i	i	i	i	-8.6	i	i
O=C(O)c1ccc(S(=O)(=O)N2CCSCC2)cc1	i	i	i	i	i	i	i	i	-2.2	i	i
COc1ccc(NC(=O)CSc2nnc(C3CC3)n2-c2ccccc2)cc1	i	i	i	i	i	i	i	i	-6.3	i	i
Nc1nc(Nc2cccc(C(F)(F)F)c2)nc(C(F)(F)F)n1	i	i	i	i	i	i	-9.26*	i	-5.5	i	i
CCc1cccc(N(C(=O)c2csnn2)C(C(=O)NC2CCCCC2)c2ccncc2)c1 (stereo not drawn)	i	i	i	i	i	i	i	i	-8.2	i	i
Cc1ccc(C(=O)Nc2nnc(CC(=O)N/N=C/c3ccncc3)s2)cc1	i	i	i	i	i	i	i	i	-12.2	i	i
Cc1cc(C)n2nc(C(=O)OCC(=O)c3c[nH]c4ccccc34)nc2n1	i	i	i	i	i	i	i	i	-15.5	i	i
Cn1c(CCN2CCOCC2)nc2cc(NC(=O)COc3ccccc3)ccc21	i	i	i	i	i	i	i	i	-6.7	i	i
CCOc1ccc2nc(SC3CC(=O)N(c4ccc(OC)cc4OC)C3=O)sc2c1 (stereo not drawn)	i	i	i	i	i	i	i	i	-6.3	i	i
Brc1cnc(N2CCCC2)nc1N1CCCCC1	i	i	i	i	i	i	i	i	-3.0	i	i
COc1ccc(CN(CC(=O)NC2CCCC2)C(=O)c2csnn2)cc1	i	i	i	i	i	i	i	i	-3.6	i	i
CCN(CC)C(=O)c1cccc(C)c1	i	i	i	i	i	i	i	i	-7.3	i	i
CC(CN1CCN(C/C=C/c2ccccc2)CC1)c1ccccc1 (stereo not drawn)	i	i	i	i	i	i	i	i	-1.0	i	i
O=C(CNC(=O)OCc1ccccc1)NC1CCCCNC1=O (stereo not drawn)	i	i	i	i	i	i	i	i	-2.0	i	i
CN(C)S(=O)(=O)c1cccc(N=c2scc(-c3ccc4c(c3)NC(=O)CO4)n2CC2CCCO2)c1 (stereo not drawn)	i	i	i	i	i	i	i	i	-6.1	i	i
O=C(CCc1ccc(S(=O)(=O)NCCc2ccccc2)cc1)NCc1ccco1	i	i	i	i	i	i	i	i	-3.5	i	i
O=C(Nc1ccccc1)c1ccc(=O)n(Cc2ccc(F)c(F)c2)c1	i	i	i	i	i	i	i	i	-3.0	i	i
COC(=O)[C@H](CC(C)C)NC(=O)NC1CCCc2ccccc21 (stereo partly drawn)	i	i	i	i	i	i	i	i	-8.5	i	i
CCc1cc(=O)[nH]c(SC/C=C/c2ccccc2)n1	i	i	i	i	i	i	i	i	-12.0	i	i
N#Cc1c(N)c(C(=O)c2ccccc2)n2c1CCC2	i	i	i	i	i	i	i	i	-6.7	i	i
CCN(CC)C(=O)c1cn(CCC#N)nc1-c1ccc(F)cc1	i	i	i	i	i	i	i	i	0.3	i	i
COc1ccc2cc(C(=O)C3CCCN(C(=O)c4ccnn4C)C3)ccc2c1 (stereo not drawn)	i	i	i	i	i	i	i	i	-15.4	i	i

The listing continues.
Compound	ANO1 block	KCNK3 block	MrgX1 agonist	RGS4 block	RGS4 pot	KCNQ1 inh	KCNK9 inh	TMEM16A act	hERG protect	MrgX1 allo act	KCNQ1 pot
CCOC(=O)c1c(Nc2nc(C)c(C(=O)NC)s2)sc(C)c1C	i	i	i	i	i	i	i	i	-10.9	i	i
COc1ccc(S(=O)(=O)NC2(C(F)(F)F)NC(=O)N(CCc3ccccc3)C2=O)cc1 (stereo not drawn)	i	i	i	i	i	i	i	i	-8.4	i	i
O=C(CN1C(=O)C2CC=CCC2C1=O)Nc1ccc(S(=O)(=O)Nc2nccs2)cc1 (stereo not drawn)	i	i	i	i	i	i	i	i	-14.4	i	i
CCCc1cc(C(=O)Nc2ccc(C(=O)c3ccc(C)cc3)cc2)n(C)n1	100*	i	i	i	-7.39*	11*	i	i	-29.9	i	i
Cc1cccc(N2CCN(C(=O)c3cc(=O)[nH]c4ccccc34)CC2)c1C	i	i	i	i	i	i	i	i	-10.2	i	i
CCOC(=O)Cn1c(CN(C)Cc2ccccc2)nc2c1c(=O)n(C)c(=O)n2C	100*	i	i	i	i	i	i	i	-18.5	i	i
COC(=O)c1cc(S(=O)(=O)N2CCCC2)c(Cl)cc1Cl	i	i	i	i	i	i	i	i	-9.2	i	i
COc1ccc(-c2nc3cnccn3c2NCc2ccccc2)cc1SC1CCCCC1	25*	i	i	i	-10.9*	i	i	i	-6.7	i	i
CN(C)c1ccc(-c2nn3c(-c4ccccc4Cl)nnc3s2)cc1	i	i	i	i	i	i	i	i	-7.2	i	i
CC(C)C(=O)N1CCN(c2ccc([N+](=O)[O-])c(NC(C)c3ccccc3)c2)CC1 (stereo not drawn)	i	i	i	i	i	i	i	i	-11.5	i	i
CCc1nccn1CCC(=O)NC1CCCc2c1cnn2-c1ccc(F)cc1F (stereo not drawn)	i	i	i	i	i	i	i	i	-7.4	i	i
Cn1c(SCC(=O)Nc2ccc(C(N)=O)cc2)nc2c(c1=O)SCC2	i	i	i	i	i	i	i	i	-4.7	i	i

Bioassay records: PubChem BioAssay, Johns Hopkins Ion Channel Center
